TRHR ag: qHTS for Small Molecule Agonists and Allosteric Enhancers of Human TRH Receptor: Primary Screen for Agonists | Thyrotropin-releasing hormone receptor (Homo sapiens), P34981 | actives 0.18% (n = 360,000) | AID 493084, 2011 | activation, % at 2 µM | TRHR cells, calcium flux fluo-8, FDSS agonist mode; in the data active means activation above about 30%; further: 0% is about no effect
Target sequence (P34981 whole entry, looked up): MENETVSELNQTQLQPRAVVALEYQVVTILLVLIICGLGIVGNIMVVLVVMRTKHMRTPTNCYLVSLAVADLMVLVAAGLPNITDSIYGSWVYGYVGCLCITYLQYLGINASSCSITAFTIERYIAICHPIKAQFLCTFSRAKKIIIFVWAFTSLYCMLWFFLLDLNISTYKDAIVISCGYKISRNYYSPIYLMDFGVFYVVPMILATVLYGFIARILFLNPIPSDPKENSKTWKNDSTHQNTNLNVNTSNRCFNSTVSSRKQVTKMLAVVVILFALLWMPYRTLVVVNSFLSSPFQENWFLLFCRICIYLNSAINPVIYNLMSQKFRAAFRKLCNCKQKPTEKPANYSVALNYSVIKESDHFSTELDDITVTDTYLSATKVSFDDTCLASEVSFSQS
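Agonist-mode FDSS calcium read (Ex 480/Em 530, 1 s cycles) in 1536-well TRHR cells with fluo-8 dye, after 10-cycle baseline and 23 nL compound addition; TRH at EC20 (10 nM final) added afterwards for the enhancer phase.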
ERG-DNA inh: qHTS for Small Molecule Inhibitors of the ERG Ets/DNA interaction | Transcriptional regulator ERG (Homo sapiens), P11308 | fluorescence polarization, His-ERG Ets domain / labelled DNA | Potency, µM (top dose mostly 76.9 µM), without a hit: at the highest dose FP activity, negative = inhibition, most hits filed as inhibitors | actives 0.028% (n = 370,000) | AID 624246, 2012; active means well fitted inhibition curve with a large enough effect in the polarisation, with a control signal flat; inconclusive means small, poorly fitted or top-dose-only effect, or effect the other way, or a change in a side signal; inactive means no such curve, though single readings can be large or run the other way; the % refers to the polarisation;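 further: polarization taken with two DNA probes labelled with fluorescein and Texas red; potency means the concentration at half of the fitted maximal effect; % of control where 0% means no effect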
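His-tagged ERG Ets domain (1 uM in the protein solution; 300mM KCl, 50mM Tris-HCl, 1mM EDTA, 1mM DTT, pH 7.5) received compound, then a probe mix of 5 nM fluorescein-DNA and 100nM Texas-615-DNA. Fluorescence polarization was read for both dyes.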
POLI inh: qHTS for Inhibitors of Polymerase Iota; Pol iota fluorescent replication assay, 10 min; Potency, µM (highest dose often 115 µM), without a hit: at the top dose activity, negative = inhibition, hits mostly inhibitors; actives 1% (n = 390,000); DNA polymerase iota (Homo sapiens), Q9UNA4; further: potency means the concentration at half of the fitted maximal effect
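Fluorescent replication assay read twice, at 0 min and 10 min after adding 50 nM (final) substrate. Enzyme (10 nM) and compounds were first incubated 15 min at room temperature; enzyme-free buffer wells were negative controls.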
BLM helicase inh: qHTS Assay for Inhibitors of Bloom's syndrome helicase (BLM). AID 2528, 2010. Potency, µM (titrated, usually from 56.1 µM), for inactives: top-dose activity change, negative = inhibition, actives largely listed as inhibitors. recombinant BLM DNA unwinding, fluorescence dequenching. actives 0.2% (n = 350,000);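 further: potency means the concentration at half of the fitted maximal effect; plate controls were vehicle for no effect and no enzyme for full effect; nearly all actives have a fitted effect of over 35% in size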
Anesthetic bind: qHTS Assay for Identification of Novel General Anesthetics; apoferritin/1-aminoanthracene competitive binding, fluorescence; actives 0.074% (n = 350,000); AID 485281, 2010; Ferritin light chain (Equus caballus), P02791; Potency, µM (doses to about 77.5 µM), for inactives: at the highest dose activity change, negative = displacement, hits mostly inhibitors; further: potency means the concentration at half of the fitted maximal effect; on the % scale 0 is the no-effect control and ±100 the full control effect; nearly all actives have a fitted effect of over 20% in size
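Probe: 1-aminoanthracene (50% saturated, PBS). Protein: horse-spleen apoferritin, 10 uM. Incubation: 10 min, room temperature. Detection: 380 nm excitation, 535 nm emission. Analysis: normalized response, four-parameter Hill.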
APEX1 inh: qHTS Assay for Inhibitors of the Human Apurinic/apyrimidinic Endonuclease 1 (APE1). DNA repair nuclease/redox regulator APEX1 (Homo sapiens), P27695. recombinant APE1, TAMRA/BHQ-2 abasic DNA cleavage fluorescence. Potency, µM (highest dose often 65.8 µM), inactives show at the highest dose activity change, negative = inhibition, actives largely listed as inhibitors. actives 0.35% (n = 350,000). AID 2517, 2012;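 further: potency means the concentration at half of the fitted maximal effect; plate controls were vehicle for no effect and reference inhibitor for full effect; nearly all actives have a fitted effect of over 55% in size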
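Enzyme (0.75 nM final) and test compound are incubated 15 min at room temperature before adding 50 nM quenched THF abasic-site duplex. Cleavage dequenches TAMRA, followed at 525/598 nm over three reads one minute apart.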
ALOX12 inh: Primary qHTS assay for inhibitors of human arachidonate 12S-lipoxygenase (ALOX12): Round 2; Polyunsaturated fatty acid lipoxygenase ALOX12 (Homo sapiens), P18054; purified 12hLO, xylenol orange hydroperoxide absorbance; Potency, µM (doses to about 108 µM), for the others: at the top dose activity change, negative = inhibition, most hits filed as inhibitors; actives 1.1% (n = 580,000); further: potency means the concentration at half of the fitted maximal effect; on the % scale 0 is the no-effect control and ±100 the full control effect
Target sequence (P18054 whole entry, looked up): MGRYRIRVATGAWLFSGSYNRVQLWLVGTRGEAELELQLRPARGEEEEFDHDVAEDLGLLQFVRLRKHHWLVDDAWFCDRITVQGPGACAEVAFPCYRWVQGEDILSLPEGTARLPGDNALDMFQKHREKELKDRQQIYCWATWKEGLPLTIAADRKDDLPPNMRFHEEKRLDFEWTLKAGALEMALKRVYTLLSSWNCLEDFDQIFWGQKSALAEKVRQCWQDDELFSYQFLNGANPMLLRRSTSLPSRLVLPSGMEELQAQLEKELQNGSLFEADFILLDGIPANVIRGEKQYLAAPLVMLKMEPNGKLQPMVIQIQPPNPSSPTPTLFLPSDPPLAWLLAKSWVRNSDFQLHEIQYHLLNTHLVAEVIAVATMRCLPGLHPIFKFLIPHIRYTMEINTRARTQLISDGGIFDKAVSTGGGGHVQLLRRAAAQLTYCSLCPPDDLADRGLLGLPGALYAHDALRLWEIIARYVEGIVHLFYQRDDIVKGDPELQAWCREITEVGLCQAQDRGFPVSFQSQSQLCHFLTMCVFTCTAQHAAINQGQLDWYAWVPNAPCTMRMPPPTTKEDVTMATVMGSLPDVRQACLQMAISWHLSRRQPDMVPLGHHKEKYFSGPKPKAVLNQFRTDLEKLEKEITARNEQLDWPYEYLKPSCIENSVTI
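Purified human 12hLO (150 nM final) in 25 mM Hepes, 0.01% Triton X-100, pH 7.0 was preincubated 15 min at room temperature with compound. Then 40 uM arachidonic acid was added, 30 min. Hydroperoxide was read by Fe-XO absorbance ratio 573/405 nm.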
POLB inh: qHTS Assay for Inhibitors of DNA Polymerase Beta; actives 1.3% (n = 340,000); Pol beta primer extension/strand displacement, fluorescence kinetic; Potency, µM (series often up to 114 µM), without a hit: top-dose activity change, negative = inhibition, hits mostly inhibitors; AID 485314, 2010; further: potency means the concentration at half of the fitted maximal effect; on the % scale 0 is the no-effect control and ±100 the full control effect
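Enzyme-only controls used 10 nM Pol beta; buffer lacking enzyme served as negative control. Compound preincubated 15 min, then 50 nM substrate added; 0 and 10 min reads at room temperature.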
POLK inh: qHTS for Inhibitors of Polymerase Kappa; Potency, µM (doses to about 107 µM), for inactives: top-dose activity, negative = inhibition, usual class: inhibitors; actives 0.53% (n = 400,000); DNA polymerase kappa (Homo sapiens), Q9UBT6; purified Pol kappa, fluorescent DNA synthesis assay, 10 min; further: potency means the concentration at half of the fitted maximal effect; on the % scale 0 is the no-effect control and ±100 the full control effect
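First, compounds were pin-transferred onto 10 nM Pol kappa. After 15 min at room temperature, substrate was added to 50 nM final. Fluorescence was then measured kinetically at 0 and 10 min.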
* marks the source's active call; other numbers are inactive results; ? = inconclusive; . = no result given; & = joins results of further samples; [ ] = dose if it differs, or a comment. Unless noted, the call rests on the fitted dose curve; in most records, active means well fitted curve in the direction sought with a large enough effect; inconclusive means small, poorly fitted or top-dose-only effect, or another doubt; inactive means no such curve, though single readings can be large; an effect the other way counts as inactive or inconclusive. Not all compounds are listed. The share of hits here may be higher or lower than overall.

molecule	TRHR ag	ERG-DNA inh	POLI inh	BLM helicase inh	Anesthetic bind	APEX1 inh	ALOX12 inh	POLB inh	POLK inh
COc1cccc(/C=N/n2cnnc2)c1OCc1ccccc1	-0.1	0%	6%	-5%	-16%	-3%	-30%	-26%	5%
COc1cc(OC)c(OC)cc1/C=N/NC(=O)CCc1c(C)n[nH]c1C	-1.4	-2%	0%	-5%	-4%	-2%	10%	7%	2%
CC(C)(C)c1ccc(NC(=O)COC(=O)c2ccc(NS(=O)(=O)c3ccc(F)c(F)c3)cc2)cc1	0.5	14%	-38%	-14%	-22%	-7%	-16%	-14%	-32%
Cc1ccccc1NC(=O)C1CC(=O)OC12CCOC(C)(C)C2 (stereo not drawn)	-0.6	1%	147%[activator]	-3%	-2%	1%	-1%	2%	4%
CCCOc1ccc(C(=O)NC2CCSc3ccccc32)cc1 (stereo not drawn)	-0.3	13%	20%	-12%	-4%	71%[activator]	.	1%	-6%
O=C(CCCCCNC(=O)N1CCn2c1nc1ccccc12)N[C@H](Cc1ccccc1)C(=O)O	-0.4	1%	7%	-3%	-9%	4%	?	-19%	10%
Cc1ccc(S(=O)(=O)N2c3ccccc3OCC2C(C)(C)C)cc1 (stereo not drawn)	-0.1	2%	6%	-8%	4%	4%	11%	-13%	-12%
Nc1nc2ccc(Br)cc2o1	.	4%	21%	.	.	.	3%	.	1%
Cc1oc(C(C)(C)C)cc1C(=O)NC(Cc1ccccc1)C(=O)O (stereo not drawn)	0.2	0%	63%[activator]	-3%	-4%	0%	-10%	38%	-8%
Nc1nc(-c2c[nH]c3ccccc23)cs1	1.1	-12%	?	-18%	-14%	-7%	?	-5%	-28%

Rewritten with two lines to a compound: 2 of the compounds above
Values run as follows: TRHR ag, ERG-DNA inh, POLI inh, BLM helicase inh, Anesthetic bind, APEX1 inh, ALOX12 inh, POLB inh, POLK inh
- CC(C)(C)c1ccc(NC(=O)COC(=O)c2ccc(NS(=O)(=O)c3ccc(F)c(F)c3)cc2)cc1
  0.5, 14%, -38%, -14%, -22%, -7%, -16%, -14%, -32%
- Cc1ccccc1NC(=O)C1CC(=O)OC12CCOC(C)(C)C2 (stereo not drawn)
  -0.6, 1%, 147%[activator], -3%, -2%, 1%, -1%, 2%, 4%

The results go on:
molecule	TRHR ag	ERG-DNA inh	POLI inh	BLM helicase inh	Anesthetic bind	APEX1 inh	ALOX12 inh	POLB inh	POLK inh
Cn1cc([N+](=O)[O-])c(C(=O)NCC(=O)O)n1	0.3	-1%	12%	-5%	-4%	19%	?	7%	-13%
Cc1ccccc1NC(NC(=O)OCCn1c([N+](=O)[O-])cnc1C)C(Cl)(Cl)Cl (stereo not drawn)	-1.4	2%	-3%	6%	-13%	3%	-10%	21%	-17%
Cc1cccc(C)c1NC(=O)N1CCC(n2c(=O)[nH]c3ccccc32)CC1	0.4	2%	49%[activator]	2%	-6%	-7%	1%	1%	-7%
CC[C@]12c3[nH]c4ccccc4c3CCN1C(=O)C(CC(=O)NCCC1=CCCCC1)C[C@@H]2C(=O)N1CCN(C(=O)c2ccco2)CC1 (stereo partly drawn)	.	10%	45%[activator]	.	.	45%[activator]	?	.	8%
CCCC(=O)NC(=S)Nc1ccc(S(=O)(=O)N2CCc3ccccc32)cc1	.	2%	114%[activator]	.	.	.	0%	.	-5%
CC(=O)Nc1ccc(NC(=O)C(C)Oc2ccccc2C(=O)NCc2ccccc2)cc1 (stereo not drawn)	0.9	-2%	-16%	.	.	5%	0%	.	-8%
COc1ccc(/C=C(\C#N)C(=O)OCC(=O)NCc2ccc(Cl)cc2)cc1	0.1	.	.	-2%	-12%	3%	.	22%	.
CN(C)/C=C(/C(=O)c1ccccc1)n1cncn1	0.6	4%	48%[activator]	-5%	-3%	1%	-13%	3%	-4%
COc1cc(/C=C2\N=C3CCCCCN3C2=O)ccc1O	3.1	.	-12%	0%	-18%	-1%	-21%	-1%	-7%
CCOc1ccc(OCC)c(NC(=O)C2CCN(c3cnccn3)CC2)c1	1.0&-1.3	-6%&0%	59%&-1%[activator]	2%&1%	-5%&0%	24%	-6%&-9%	20%&5%	0%&8%

Remaining list, next part
molecule	TRHR ag	ERG-DNA inh	POLI inh	BLM helicase inh	Anesthetic bind	APEX1 inh	ALOX12 inh	POLB inh	POLK inh
CNc1nnc(-c2cccc(N(C)C)c2)s1	-0.6	-5%	34%[activator]	0%	-7%	-4%	-22%	0%	-6%
COc1ccc(C(=O)Nc2nnc(C3=COCCO3)o2)cc1OC	-0.4	1%	-24%	-2%	1%	42%	11%	1%	3%
Cc1csc2nc(COc3ccc(NC(=O)c4ccccc4F)cc3)cc(=O)n12	-0.1	-8%	-2%	-15%	1%	.	11%	?	5%
O=C(Nc1ccccc1)N(C1=NCCCCS1)c1cccc2ccccc12	0.7	4%	-14%	4%	?	-8%	-9%	15%	-2%
Cc1ccccc1CN1CCN(S(=O)(=O)c2ccc(Cl)s2)CC1	0.5	20%	6%	-9%	-5%	22%	-14%	3%	-5%
CCc1ccc(Nc2ncccc2C#N)cc1	-0.4	-5%	14%	-3%	?	-4%	-2%	16%	-3%
CC(C)CCNC(=O)C12CN(Cc3ccccc3)CC1C(c1ccc([N+](=O)[O-])cc1)=NO2 (stereo not drawn)	-0.2	-5%	-10%	1%	-14%	-3%	?	-13%	-10%
O=C(/C=C/c1ccco1)NC(=S)Nc1cccc(-c2nc3ccccc3o2)c1	2.7	-4%	?	?	?	22%	?	28µM*	79µM*
Cc1nn(CC(=O)N2CCc3ccccc32)c(C)c1S(=O)(=O)NC(C)(C)C	.	11%	-27%	.	.	8%	-13%	.	-2%
COc1cccc(NC(=O)Nc2cc(-c3cn4cccnc4n3)ccc2C)c1	-0.5	5%	7%	-22%	6%	.	-20%&-18%	7.9µM*	-4%

Next part.
molecule	TRHR ag	ERG-DNA inh	POLI inh	BLM helicase inh	Anesthetic bind	APEX1 inh	ALOX12 inh	POLB inh	POLK inh
COc1ccc(C2=NS(=O)(=O)N(C)C(C(=O)NCc3ccco3)=C2)cc1OC	-0.4	-1%	-13%	-4%	-21%	20%	-16%	0%	10%
COc1ccccc1CN(C)C(=O)COC(=O)c1ccc(Cl)nc1	.	0%	33%[activator]	.	.	-3%	13%	.	8%
CN1CCN(C(=S)NC(=O)c2ccc(Cl)cc2)CC1	-0.3	3%	?	-5%	-7%	1%	?	?	-12%
COCC(C)n1c(SC(C)C(=O)NC2CCCCC2C)nc2ccccc2c1=O (stereo not drawn)	-2.3	14%	47%[activator]	-3%	0%	10%	1%	37%	2%
Cc1cc(C)c2nc(NC(=O)c3ccc(S(=O)(=O)N4CCCC4)cc3)sc2c1	-0.1	3%	10%	-4%	-3%	.	?	7%	-12%[60.1 µM]
CCCCNC(=O)C1(O)c2cc(Br)ccc2NC(=O)N1c1cccc(OC)c1 (stereo not drawn)	-0.9	13%	25%	-1%	-4%	5%	0%	-2%	-11%
Cc1c(C(=O)Nc2cccc([N+](=O)[O-])c2)sc2ncn(CC(=O)N3CCOCC3)c(=O)c12	0.7	9%	12%	-1%	10%	-9%	6%	3%	-22%
O=C(O)c1cc(N(Cc2ccccc2O)Cc2ccccc2O)ccc1O	.	.	14µM*	-10%	-9%	?	?	.	45µM*
COc1ccccc1N1CCN(S(=O)(=O)c2c(C)nc3sccn3c2=O)CC1	0.0	0%	27%	0%	-3%	.	-3%	-1%	0%
Cc1ccc(S(=O)(=O)CCC(=O)OCC(=O)NCCc2ccccc2)cc1	0.0	-9%	?	.	.	9%	-23%	.	-4%

Next part
molecule	TRHR ag	ERG-DNA inh	POLI inh	BLM helicase inh	Anesthetic bind	APEX1 inh	ALOX12 inh	POLB inh	POLK inh
COc1ccc(NC(=O)COC(=O)CNC(=O)COc2ccccc2)cc1OC	-1.1	-2%	12%	.	.	-3%	-2%	.	-15%
COc1ccc(C2C(=O)N(C3CCCCCC3)CC(=O)N2Cc2ccc(C)cc2)cc1 (stereo not drawn)	0.5	-6%	17%	-7%	89%[activator]	.	?	2%	0%[60.1 µM]
C[N+]1(C)CCCC(OC(=O)C(O)(c2ccccc2)c2ccccc2)C1 (stereo not drawn)	.	2%	12%	-11%	-4%	-2%	0%	.	-9%
COCC(=O)OCC(=O)N1N=C(c2ccc(Cl)cc2)CC1c1ccco1 (stereo not drawn)	-0.1	-6%	64%[activator]	-1%	-9%	?	-24%	-1%	-5%
COc1ccc(CNC(=O)C2CCN(S(=O)(=O)N3CCCC3)CC2)cc1	0.5	2%	12%	-3%	5%	10%	26%	12%	-5%
COc1ccc(-n2nc(C(=O)NCC(=O)Nc3cccc(Cl)c3)c3ccccc3c2=O)cc1OC	-1.9	-3%	48%[activator]	-15%	11%	-36%	-5%	25µM*	3%
CCOC(=O)Cc1nn2c(=O)cc(C)nc2s1	0.0	7%	35%[activator]	-8%	-9%	7%	-2%	33%	-12%
CCN1CCc2c(OCC(=O)N3CCc4ccccc43)cccc2C1=O	-0.6	.	.	-1%	?	3%	4%	2%	.

Assay outcomes as filed in PubChem.
